HEK293 tox = qHTS of GLP-1 Receptor Inverse Agonists: Cytotox Screen. HEK293 cAMP-luciferase reporter cells, luminescence, 24 h. Potency, µM (doses to about 38.3 µM), inactives show at the highest dose activity change, negative = inhibition, usual class: inhibitors. hit rate 0.13% among 410,000. AID 624418, 2012;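 note: loss of luciferase light is scored as toxicity; % is set by controls: 0 for no effect and ±100 for the full control effect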
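To flag toxic compounds, the library was rerun on cells for 24 hr at 37 deg C and 5% CO2. Viability-linked luminescence was captured 12 min after adding luciferase detection reagent.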
GLP1R inv ag = qHTS of GLP-1 Receptor Inverse Agonists (Inhibition Mode) | Glucagon-like peptide 1 receptor (Homo sapiens), P43220 | Potency, µM (doses to about 38.3 µM), for inactives: at the highest dose activity change, negative = inhibition, most hits filed as inhibitors | hit rate 1.6% among 410,000 | HEK293 GLP-1R CRE-luciferase, luminescence, 24 h; GLP-1R form is constitutively active; note: % is set by controls: 0 for no effect and ±100 for the full control effect; nearly all actives have a fitted effect of over 55% in size
Target sequence (P43220 whole entry, looked up): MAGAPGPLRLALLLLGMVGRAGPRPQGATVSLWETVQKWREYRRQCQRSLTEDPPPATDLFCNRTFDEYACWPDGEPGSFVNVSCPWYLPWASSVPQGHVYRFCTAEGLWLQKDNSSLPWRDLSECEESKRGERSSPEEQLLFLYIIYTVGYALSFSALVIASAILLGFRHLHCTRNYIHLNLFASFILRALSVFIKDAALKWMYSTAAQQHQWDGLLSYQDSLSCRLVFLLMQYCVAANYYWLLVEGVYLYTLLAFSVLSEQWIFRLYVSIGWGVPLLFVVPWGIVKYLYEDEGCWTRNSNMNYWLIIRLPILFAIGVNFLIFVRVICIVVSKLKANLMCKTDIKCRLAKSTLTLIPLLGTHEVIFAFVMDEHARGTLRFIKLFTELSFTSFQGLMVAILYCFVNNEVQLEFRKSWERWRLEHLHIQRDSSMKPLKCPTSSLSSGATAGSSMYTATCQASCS
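Readout was luciferase luminescence, measured 12 min after detection reagent at room temperature. Beforehand, GLP-1R reporter HEK293 cells had sat 12 h, then received compounds for 24 hr at 37 deg C.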
SW480 rerep = A quantitative high throughput screen for small molecules that induce DNA re-replication in SW480 colon adenocarcinoma cells. Potency, µM (highest dose often 46.1 µM), for inactives: at the top dose re-replication activation, usual class: activators. SW480 DNA re-replication, Hoechst DNA content imaging, 48 h. hit rate 1.8% among 340,000; note: % of control where 0% means no effect; nearly all actives have a fitted effect of over 55% in size
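Readout is total intensity of Hoechst-stained nuclei, excited at 405 nm and collected at 500-530 nm. Compound treatment lasted 48 hr at 37 C in 5% CO2 before staining.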
KB-V1 MDR tox = qHTS assay for MDR1-selective chemotherapeutics: Primary screen using the drug-selected MDR subline cells KB-V1; Potency, µM (top dose mostly 46.1 µM), for the others: at the top dose activity change, negative = cytotoxicity, usual class: cytotoxic; hit rate 3.4% among 400,000; KB-V1 MDR cells viability, CellTiter-Glo, 72 h; note: % is set by controls: 0 for no effect and ±100 for the full control effect; nearly all actives have a fitted effect of over 60% in size
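Readout: CellTiter-Glo luminescence, 10 min after addition. Cells: KB-V1 MDR subline, 72 h at 37 degrees C with compound. Analysis: corrected, normalized data fitted to concentration-effect curves.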
HT1080 IDH1KD tx = qHTS for induction of synthetic lethality in tumor cells producing 2HG: qHTS for the HT-1080-IDH1KD cell line | HT-1080 IDH1 knockdown viability, ATP luminescence, 48 h | Potency, µM (highest dose often 46.1 µM), inactives show at the highest dose activity, negative = toxicity, most hits filed as cytotoxic | AID 686971, 2013 | hit rate 2% among 360,000;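 note: 0% = DMSO wells and -100% = cell-free medium wells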
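CellTiter-Glo luminescence after 48 h compound exposure at 37 degrees C of IDH1-knockdown HT-1080 cells in 5% FBS RPMI. %Activity scaled between DMSO wells and cell-free media wells, with curves fitted and assigned curve classes.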
TDP43 rescue = qHTS of TDP-43 Inhibitors; TDP-43 expressing yeast growth rescue, BacTiter-Glo, 24 h; Potency, µM (highest dose often 46.1 µM), for inactives: at the top dose growth rescue (activation), hits mostly activators; AID 652104, 2013; hit rate 1.8% among 410,000; note: % of control where 0% means no effect; nearly all actives have a fitted effect of over 50% in size
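Luminescence from BacTiter-Glo reports growth of TDP-43-expressing yeast after 24 hr at 30 deg C with compound. Cells were raffinose-pregrown to mid-log, then seeded in galactose medium at OD600=0.02.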
KB-3-1 tox = qHTS assay for MDR1-selective chemotherapeutics: Primary screen using the parental adenocarcinoma cell KB-3-1; Potency, µM (highest dose often 46.1 µM), for the others: top-dose activity change, negative = cytotoxic, most hits filed as cytotoxic; KB-3-1 viability, CellTiter-Glo ATP luminescence, 72 h; hit rate 1.4% among 400,000; AID 1347075, 2019; note: % is set by controls: 0 for no effect and ±100 for the full control effect; nearly all actives have a fitted effect of over 60% in size
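Multi-concentration cytotoxicity screen in KB-3-1 cells grown in DMEM lacking phenol red with 10% FBS. After 72 h at 37 °C with compound, ATP-dependent luminescence was recorded.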
HT1080-NT tox = qHTS for induction of synthetic lethality in tumor cells producing 2HG: qHTS for the HT-1080-NT fibrosarcoma cell line; HT-1080-NT fibrosarcoma viability, CellTiter-Glo ATP luminescence, 48 h; Potency, µM (series often up to 46.1 µM), without a hit: at the top dose activity, negative = less viability, usual class: cytotoxic; hit rate 1.6% among 360,000; AID 686970, 2013;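 note: NT is the 2HG producing partner of a matched IDH1 knockdown line; 0% = DMSO-treated cells and -100% = media-only wells without cells; nearly all actives have a fitted effect of over 55% in size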
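Read-out is CellTiter-Glo luminescence after 10 minutes at room temperature, following 48 hours' compound treatment of HT-1080-NT cells (750 cells/well, RPMI, 5% FBS, 37 degrees C).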
GLP1R ag = qHTS of GLP-1 Receptor Agonists. Potency, µM (series often up to 45.6 µM), without a hit: at the highest dose activation, actives largely listed as activators. HEK293 GLP-1R CRE-luciferase, luminescence, 4-6 h; cells express a hypersensitive GLP-1R form. hit rate 0.007% among 380,000. Glucagon-like peptide 1 receptor (Homo sapiens), P43220; note: % of control where 0% means no effect
Numbers without * were called inactive; ? = inconclusive; · = no result given; [ ] = remark or other dose. Calls come from the whole dose curve; as a rule, active = well fitted curve in the direction sought with a large enough effect; inconclusive = small, poorly fitted or top-dose-only effect, or another doubt; inactive = no such curve, though single readings can be large; an effect the other way counts as inactive or inconclusive. Potency is the fitted concentration of half-maximal effect.

SMILES	HEK293 tox	GLP1R inv ag	SW480 rerep	KB-V1 MDR tox	HT1080 IDH1KD tx	TDP43 rescue	KB-3-1 tox	HT1080-NT tox	GLP1R ag
COc1ccc(NC(=O)CN2C(=O)NC3(CCCC3)C2=O)cc1	-0.4%	8.6%	-2.5%	?	4.4%	-9.4%	9.3%	0.0%	12.5%
Cc1ccc(Cl)cc1NC(=O)CCCN1C(=O)CCn2nc(-c3cn(C)c4ccccc34)cc21	-25.6%	?	·	5.0%	·	0.6%	-25.6%	·	·
CCOC(=O)c1c(C)n(C)c2ccc(O)c(CN(CC)CC)c12	-18.1%	6.8%	-3.5%	-3.7%	-0.5%	6.4%	9.9%	3.9%	-8.3%
CCN1CCN(C(=O)c2c(-c3ccccc3)noc2C)CC1	-2.2%	-2.7%	-4.1%	13.3%	2.4%	-6.1%	8.1%	7.4%	5.2%
C=CCNc1nc(S(=O)Cc2ccc(C)cc2)nc2c1CCCC2 (stereo not drawn)	0.7%	13.8%	-12.9%	2.2%	-0.9%	1.8%	5.1%	-10.3%	-6.7%
CC(CN1CCCC1)OC(=O)c1cccc(F)c1 (stereo not drawn)	-16.7%	57.2%[activator]	-3.2%	-17.8%	11.3%	-5.8%	2.9%	6.3%	-2.6%
Cc1nn(Cc2ccccc2)c(Cl)c1C(=O)NCc1ccco1	-1.0%[0.307 µM]	3.8%[0.307 µM]	-0.1%	-24.7%	-13.9%	0.0%	-8.2%	-1.8%	-8.2%
CSCCC(NC(=O)c1ccc(Cl)cc1)C(=O)OCC(=O)Nc1ccc(C#N)cc1 (stereo not drawn)	3.4%	0.3%	31.3%	0.0%	0.9%	-14.3%	-4.8%	-4.4%	-0.7%
CC(=O)Nc1ccc(OCC(O)CN2CCN(S(=O)(=O)c3ccc(NC(C)=O)cc3)CC2)cc1 (stereo not drawn)	-9.3%	5.2%	1.6%	17.9%	-0.2%	0.0%	-6.5%	0.1%	-4.7%
Cc1cc(NC(=O)Cn2nc(C(F)(F)F)c3c2CCC3)no1	-2.3%	1.9%	1.3%	1.7%	-1.0%	-17.2%	-10.0%	-8.3%	-29.3%
CCc1ccc(NC(=O)CN2CCCN(S(=O)(=O)c3ccc(F)cc3)CC2)cc1	7.5%	5.01µM*	-5.0%	?	-20.8%	-28.6%	?	?	5.4%
COc1cc(C)c(CN2CCC(n3nccc3NC(=O)C3CCOC3)CC2)cc1C (stereo not drawn)	-7.7%	3.7%	?	-14.7%	12.0%	-6.1%	-7.9%	9.3%	1.3%
Cn1cccc1C(=O)C(=O)Nc1ccccc1C(F)(F)F	8.4%	-10.2%	11.7%	-8.9%	30.0%	-25.4%[0.397 µM]	1.1%	?	4.7%
Cc1cc2c(cc1C)NC(CC(=O)Nc1cccc(Cl)c1)C(=O)N2 (stereo not drawn)	-20.2%	?	·	1.9%	·	8.2%	6.4%	·	·
COCC(C)NC(=O)/C=C/c1ccc(OC)cc1 (stereo not drawn)	1.8%	15.8%	-61.5%[inhibitor]	-2.6%	4.7%	-2.2%	1.3%	?	-8.6%

One compound at a time, from the list above. Screens in order: HEK293 tox, GLP1R inv ag, SW480 rerep, KB-V1 MDR tox, HT1080 IDH1KD tx, TDP43 rescue, KB-3-1 tox, HT1080-NT tox, GLP1R ag
Listed for CCc1ccc(NC(=O)CN2CCCN(S(=O)(=O)c3ccc(F)cc3)CC2)cc1 = 7.5%, 5.01µM*, -5.0%, ?, -20.8%, -28.6%, ?, ?, 5.4%
Listed for CSCCC(NC(=O)c1ccc(Cl)cc1)C(=O)OCC(=O)Nc1ccc(C#N)cc1 (stereo not drawn) = 3.4%, 0.3%, 31.3%, 0.0%, 0.9%, -14.3%, -4.8%, -4.4%, -0.7%
Listed for CCOC(=O)c1c(C)n(C)c2ccc(O)c(CN(CC)CC)c12 = -18.1%, 6.8%, -3.5%, -3.7%, -0.5%, 6.4%, 9.9%, 3.9%, -8.3%
Listed for C=CCNc1nc(S(=O)Cc2ccc(C)cc2)nc2c1CCCC2 (stereo not drawn) = 0.7%, 13.8%, -12.9%, 2.2%, -0.9%, 1.8%, 5.1%, -10.3%, -6.7%
Listed for CC(CN1CCCC1)OC(=O)c1cccc(F)c1 (stereo not drawn) = -16.7%, 57.2%[activator], -3.2%, -17.8%, 11.3%, -5.8%, 2.9%, 6.3%, -2.6%

The listing continues:
SMILES	HEK293 tox	GLP1R inv ag	SW480 rerep	KB-V1 MDR tox	HT1080 IDH1KD tx	TDP43 rescue	KB-3-1 tox	HT1080-NT tox	GLP1R ag
CC(C)Oc1cc(NC(=O)CS(=O)(=O)CC(=O)N(C)C)c(Cl)cc1Cl	1.2%	12.3%	-2.2%	-27.4%	-8.0%	-10.8%	-4.5%	-8.5%	10.9%
COc1ccc(CN(C)C(=O)CSc2nnc(C3CC3)n2C2CC2)cc1	-2.4%	21.0%	16.6%	-17.8%	-0.4%	-11.6%	-1.7%	-5.2%	1.5%
COc1ccc(CC(N)c2csc(NC(=O)Nc3cc(OC)ccc3OC)n2)cc1 (stereo not drawn)	22.0%	?	·	1.5%	?	0.0%	-0.2%	?	-7.6%
Cc1ccc([N+](=O)[O-])c(OCCN2CCCCCC2)c1	-6.8%	?	-4.2%	4.2%	2.6%	-19.7%	8.1%	-7.5%	-2.8%
Cc1cc(N2CCN(C3CCCCC3)CC2)n2nc(C)nc2n1	1.6%	-4.8%	-3.0%	-6.4%	0.7%	-3.0%	-4.8%	-9.8%	1.0%
CS(=O)(=O)N1CCC(C(=O)NCCC2=CCCCC2)CC1	-1.7%	0.6%	-4.9%	-0.6%	-2.1%	-18.0%	-9.9%	2.6%	-6.7%
O=C(Nc1nc2c(Br)cccc2s1)C1CC1	-8.9%	?	5.4%	-0.7%	-23.4%	?	-12.4%	-20.8%	-2.1%
CCc1ccc(N(CC(=O)NC2CCCCC2)C(=O)CNC(=O)c2ccco2)cc1	2.1%	14.1%	-2.5%	-21.3%	11.2%	6.1%	-3.6%	15.5%	0.6%
CCOC(=O)NC1C=CS(=O)(=O)C1 (stereo not drawn)	14.1%	9.5%	1.3%	28.5%	18.3%	9.3%	0.0%	16.5%	9.7%
CN(C)c1ccc(C(CNC(=O)c2ccccc2Br)c2c[nH]c3ccccc23)cc1 (stereo not drawn)	-3.4%	3.6%	0.7%	26.3%	-0.4%	-13.7%	0.2%	6.3%	-0.4%
COc1ccc(OCc2cc(C(=O)N(C)C3CCOC3)no2)c(Cl)c1 (stereo not drawn)	-12.6%	?	3.2%	13.5%	8.8%	-6.2%	-9.4%	-1.2%	4.1%
COc1cc(/C=C(\C#N)c2nc3ccccc3s2)ccc1OCC(=O)Nc1ccccc1	1.5%	-8.9%	?	9.2µM*	7.1%	12.9%	?	8.8%	3.2%
CCOc1ccc(/C=N/NC(=O)CC(=O)NCc2ccccc2)cc1	-5.8%	0.0%	5.0%	0.6%	0.2%	-25.0%[9.22 µM]	3.0%	0.4%	9.5%
CCNc1nc(Oc2ccc(OCC(=O)OC)nn2)nc(N2CCOCC2)n1	-5.5%	9.1%	·	?	·	17.9%	3.3%	·	0.7%
COc1ccccc1CC(=O)N1CCN(c2cccc(C(F)(F)F)c2)CC1	?	?	-3.3%	11.6µM*	-16.4%	27.8%	-2.3%	?	-3.1%
O=C(c1cc(C2CC2)nc2ccc(Br)cc12)N1N=C(C(F)F)CC1(O)C(F)F (stereo not drawn)	?	?	?	0.0%	-52.6%	0.0%	?	?	-17.5%
CSc1nc2cc(S(=O)(=O)N3CCOCC3)ccc2s1	9.4%	58.9%[activator]	-8.6%	-4.0%	-20.6%	-11.3%	?	-1.5%	21.7%
CC1(C)NC(=O)N(CC(=O)N2CCN(S(=O)(=O)c3ccccc3C(F)(F)F)CC2)C1=O	8.7%	20.8%	0.4%	-0.3%	-8.3%	10.5%	-17.7%	-3.6%	-1.3%
Cn1nnnc1SCCNCc1ccccc1OCc1ccc(Cl)cc1	-17.1%	?	-4.3%	0.9%	?	-0.3%	-7.3%	?	21.3%
Cc1ccc(S(=O)(=O)NCCC(=O)NCC(c2cccs2)N(C)C)cc1 (stereo not drawn)	5.8%	0.6%	-1.8%	-36.7%	10.2%	0.9%	-10.7%	-2.2%	4.4%
COc1ccc(N(C)C(=O)Cc2c(C(=O)O)[nH]c3ccccc23)c(OC)c1	-2.8%	-5.4%	-4.5%	17.1%	-23.4%	-15.9%	4.0%	-11.3%	2.7%
O=C(CSCC(=O)Nc1ccc2ccccc2c1)NCc1ccccc1	3.1%	?	-1.2%	-1.0%	-3.7%	-0.5%	18.9%	-6.3%	-3.4%
O=[N+]([O-])c1cc(S(=O)(=O)N2CCCC2)ccc1N/N=C/c1ccncc1	-14.8%	8.0%	·	-6.7%	13.6%	11.5%	-11.2%	16.6%	-18.0%
Cc1cc(C(F)F)n2nc(C(=O)O)nc2n1	67.6%[activator]	1.1%	-1.8%	14.8%	-3.3%	-11.9%	1.5%	-5.3%	2.0%
CC(C)[C@@H](C(=O)N[C@@H](C(=O)O)c1ccccc1)N1C(=O)N2CCc3c([nH]c4ccccc34)[C@@]2(C)C1=O	2.7%	1.5%	5.5%	-18.3%	-6.0%	-2.5%	0.0%	3.6%	-4.6%
CN(c1ccc(C(=O)NCc2ccncc2)cc1)S(C)(=O)=O	5.8%	-1.5%	-6.3%	6.0%	-6.7%	6.0%	-8.7%	0.4%	-0.5%
CC(C)(C)NC(=O)Cn1nnc(-c2ccccc2NC(=O)c2cnccn2)n1	-7.8%	-10.1%	-7.1%	-5.4%	-21.9%	7.1%	4.6%	-21.8%	-1.7%
COc1ccc2[nH]c(C)c(CCN(Cc3cccs3)C(=S)Nc3ccccc3)c2c1	-17.5%	?	1.7%	-5.6%	-11.3%	18.9%	-19.2%	-1.6%	-0.5%
COCCNC(=S)Nc1ccccn1	-9.8%	-5.5%	?	13.6%	8.6%	21.8%	-0.9%	4.3%	4.9%

High-throughput results as filed in PubChem BioAssay.
